# Screening results as filed in PubChem.
# IDE cell activ: activators of human insulin-degrading enzyme in cells | P14735 | HEK cells, FAbeta-B cleavage, fluorescence polarization; 0% vehicle, 100% cell-free pure enzyme wells | activation, % at 5.96 µM | 340,000 compounds, 0.073% hits | AID 493087;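 active means activation above the mean of all tested compounds plus 3 SD, set per screening campaign, cut at about 17% in these data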
# VIM-2 inhibitor: inhibitors of Pseudomonas aeruginosa VIM-2 metallo-beta-lactamase; purified VIM-2, nitrocefin hydrolysis, epi-absorbance fluorescence; inhibition, % at 5.6 µM; 290,000 compounds, 0.89% hits; AID 1527;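 active means inhibition above the mean of all tested compounds plus 3 SD, cutoff set per screening run, cut at about 7.5% in these data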;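 further: red hydrolysis product quenches plate fluorescence so inhibitors raise well fluorescence; 0% = enzyme with DMSO and 100% = DMSO without enzyme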
# pCIP destab: lowers stability of the mouse p/CIP coactivator protein | F442A p/CIP-EGFP cells, EGFP fluorescence, 16 h | decrease of EGFP signal, % at 10 µM | 290,000 compounds, 0.01% hits | AID 1984;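 active means EGFP signal decrease of at least 30% at 10 µM or well 3 SD below plate mean, unless failing retest; inactive means the rest, including hits failing retest or dose response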; further: some compounds called inactive have numbers as strong as hits; many of its hits are not listed in these tables
# NS3 helicase inh: inhibitors of Hepatitis C virus NS3 helicase; inhibition, % at 10.9 µM; 290,000 compounds, 0.56% hits; NS3 helicase DNA unwinding, Cy5 molecular beacon fluorescence;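 active means inhibition above the mean of all tested compounds plus 3 SD, set per campaign, cut at about 35% in these data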;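 further: 0% = DMSO wells and 100% = thioflavine S control wells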
#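 Control set: DMSO versus 110 µM thioflavine S; Material: NS3 helicase fragment of HCV; Measured by: Cy5 fluorescence at 0 and 60 min, beacon hairpin quenching; Read-out basis: percent inhibition from t60/t0 fluorescence ratio; Times: reaction time 60 min, 25 °C; Repeats: single replicate; Compound dosing: single dose, 10.9 µM nominal final, DMSO 0.8% final.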
# GalR3 antag: antagonists of human GalR3; O60755; HEK293 GalR3-CNG cAMP membrane potential fluorescence; galR3 body fused to GalR1 C-terminus; inhibition, % at 3 µM; 360,000 compounds, 0.44% hits; AID 651719;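 active means inhibition above the screen-wide average plus 3 SD, cut at about 13% in these data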;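 further: forskolin and galanin both at EC90 stimulate the cells; cAMP rise reported by CNG channel membrane potential dye signal; 0% = forskolin plus galanin with DMSO and 100% = forskolin alone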
# Target sequence (O60755 1-299 limits assumed): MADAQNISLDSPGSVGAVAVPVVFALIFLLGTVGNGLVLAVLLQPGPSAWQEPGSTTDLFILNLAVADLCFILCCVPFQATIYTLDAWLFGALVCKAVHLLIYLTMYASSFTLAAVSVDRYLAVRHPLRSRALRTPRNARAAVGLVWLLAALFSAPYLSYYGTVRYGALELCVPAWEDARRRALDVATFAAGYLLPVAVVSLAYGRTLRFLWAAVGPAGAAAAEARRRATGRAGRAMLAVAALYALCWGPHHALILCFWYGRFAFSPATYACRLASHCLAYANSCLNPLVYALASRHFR
# CRFBP-R2 block: CRF-BP/CRF-R2 complex antagonism | HEK293 CRF-R2/CRF-BP, CRF-induced calcium fluorescence | inhibition, % at 11.8 µM | 350,000 compounds, 0.59% hits | AID 588475;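 active means inhibition of the ligand-induced calcium signal above about 50% at the single tested concentration, limit read from the data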
# IMP-1 inh: inhibitors of Pseudomonas aeruginosa IMP-1 metallo-beta-lactamase; purified IMP-1, nitrocefin hydrolysis, epi-absorbance fluorescence; inhibition, % at 5.6 µM; 290,000 compounds, 0.45% hits;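 active means inhibition above the mean plus 3 SD of all compounds in the same screening run, cut at about 4.5% in these data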;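 further: 0% = IMP-1 with DMSO and 100% = DMSO wells lacking enzyme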
#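 System: purified IMP-1; amount: IMP-1 0.2 nM before substrate addition; compound: single dose, 5.6 µM; times: 25 °C, 15 min preincubation, 25 min reaction; signal: Epi-absorbance via hydrolysed-nitrocefin quenching of white-plate fluorescence, 480/530 nm, EDTA stop; benchmarks: DMSO with and without IMP-1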
# IDE cell inh: cellular human IDE inhibition; P14735; HEK cells, FAbetaB cleavage, fluorescence polarization; inhibition, % at 5.59 µM; 320,000 compounds, 0.41% hits; AID 434962;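 active means percent inhibition above the average of all tested compounds plus 3 SD, set per screening campaign, cut at about 16% in these data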;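 further: IDE supplied by intact live HEK cells; FP after avidin binding of uncleaved biotin substrate so inhibition keeps polarization high; 0% = DMSO wells and 100% = 60 µM reference IDE inhibitor Ii1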
# SUMO HTRF inh: inhibitors of human SUMOylation (UBC9); P63279; HTRF SUMOylation assay, SAE1/SAE2 + UBC9, in vitro; inhibition, % at 35 µM; 290,000 compounds, 0.36% hits; AID 2006; in the data active means inhibition above about 50%, passing the limit was not always enough; further: strong numbers were not always called active
# Target sequence (P63279 whole entry, looked up): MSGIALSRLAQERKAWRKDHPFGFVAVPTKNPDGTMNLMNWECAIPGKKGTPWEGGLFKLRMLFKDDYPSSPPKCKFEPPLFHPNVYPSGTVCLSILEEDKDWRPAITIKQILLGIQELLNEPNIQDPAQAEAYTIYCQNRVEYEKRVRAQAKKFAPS
# An asterisk follows results filed as active; · = no result given.
no.	canonical_smiles	IDE cell activ	VIM-2 inhibitor	pCIP destab	NS3 helicase inh	GalR3 antag	CRFBP-R2 block	IMP-1 inh	IDE cell inh	SUMO HTRF inh
1	Cc1cc(C)cc(NC(=O)COc2ccc3c(C)c(Cc4ccccc4)c(=O)oc3c2)c1	·	-0.6	10	1	·	·	0.8	2	-12
2	CCOC(=O)C(CC)Sc1nc(N)c(NC(=O)c2ccc(OC)c(OC)c2)c(=O)[nH]1 (stereo unspecified)	5	-2.8	-5	5	·	25	-2.3	3	5
3	O=C(CSc1nc2ccccc2c(=O)n1CCCN1CCOCC1)Nc1ccc(F)c(Cl)c1	3	·	·	·	-2	-5	·	1	·
4	Fc1ccccc1N1CCN(c2nc(-c3cccs3)nc3ccccc23)CC1	2	3.9	0	-13	-5	-8	-1.0	0	16
5	CC1(OC(=O)C2CCCC2)C(=O)C=C2C=C(c3ccsc3)N(CC3CC3)C=C2C1=O (stereo unspecified)	-5	·	3	·	-5	3	·	-2	-12
6	Cc1sc2ncnc(SCC(=O)Nc3cccc(S(N)(=O)=O)c3)c2c1C	-6	·	·	·	-6	-9	·	2	·
7	Cc1ccccc1-n1sc2cc(F)ccc2c1=O	-46	-2.4	-7	9	0	21	-3.6	72*	9
8	O=C(Nc1cc(-c2nc3ccccc3s2)ccc1Cl)c1ccc2c(c1)OCO2	-1	-1.6	2	-6	0	-21	-0.1	4	-5
9	CC(C)NC(=O)c1onc(CSc2ccc(Cl)cc2)c1C(=O)O	1	-3.5	-13	20	-2	13	-3.1	6	8
10	Cc1cc(NC(=O)CSc2nnc(-c3ccoc3C)n2N)no1	4	-3.9	17	-4	-3	30	-4.0	-1	-31
11	COC(=O)c1ccc(-n2c(C)cc(C(=O)CSc3cccc[n+]3[O-])c2C)cc1	5	-1.7	-3	1	0	-1	-1.9	-5	5
12	C(=N\Nc1ccc2ccccc2n1)/c1ccc2c(c1)OCO2	-6	-0.3	0	-4	3	6	-2.2	5	1
13	Fc1ccccc1CSc1nnc(-c2ccccc2)o1	3	0.5	-11	-4	-3	3	-8.2	7	-6
14	O=[N+]([O-])c1ccccc1N/N=C/c1cccc(O)c1O	16	-3.3	-8	0	-3	-7	-2.5	0	18
15	COc1ccc(/C=N/S(=O)(=O)c2ccc(C)cc2)cc1	9	-3.7	-26	-5	-4	-8	-5.3	-9	-1
16	c1ccc2[nH]c(CSc3nc4ccccc4s3)nc2c1	0	-2.0	-1	-14	5	15	-1.7	5	-4
17	O=C(C1=C(O)C(=O)N(Cc2ccccc2)C1c1cccnc1)c1ccco1 (stereo unspecified)	3	0.9	·	-6	-4	28	-1.5	4	·
18	O=c1c2c(nc3nc[nH]n13)CCC2	0	-1.1	5	-7	1	-1	-5.2	3	4
19	CCCOc1cccc(C(=O)N(Cc2ccc(OC)c(OC)c2)C2CCS(=O)(=O)C2)c1 (stereo unspecified)	-1	-2.2	-12	6	-4	6	-3.7	5	26
20	C#CCNC(=O)C1=C[C@@H](c2ccc3c(c2)OCO3)C[C@@H](OCc2ccc(CO)cc2)O1	0	·	·	·	-1	9	·	1	·
21	CC(CC(=O)Nc1nnc(CC(C)(C)C)s1)c1ccccc1 (stereo unspecified)	2	-1.7	6	-3	-9	-30	-3.5	3	9
22	COc1c(F)c(F)c(C(=O)Nc2ccccc2N2CCN(C(=O)C(C)C)CC2)c(F)c1F	3	-2.2	-4	1	1	-9	-1.2	1	-7
23	CN(Cc1ccccc1)C(=O)CNC(=O)C12CC3CC(CC(C3)C1)C2	5	·	·	·	-1	-3	·	1	·
24	CCC1(CC)C(=O)NC(=O)NC1=NCCc1c[nH]c2ccccc12	-4	-8.3	-1	4	-8	30	-2.5	12	2
25	COc1cccc(C(=O)Nc2ncc3c(n2)CC(C)CC3=O)c1 (stereo unspecified)	1	-3.2	-2	-4	-4	7	-3.5	9	-9
26	COc1ccccc1-n1cnnc1SCC(=O)N1CCN(C(=O)c2ccco2)CC1	-3	-1.4	-23	-3	-7	3	-1.8	4	18
27	Cc1ccc(N=C2S/C(=C\c3cn(CC(=O)O)c4ccccc34)C(=O)N2C)cc1	0	0.8	6	32	4	23	0.8	3	6
28	CC(=O)NC12CC3CC(C1)CC(C(=O)Nc1nc4c(C)cccc4s1)(C3)C2	4	-2.8	-11	-6	-2	6	-2.6	0	5
29	Cc1cccn2c(=O)c3cc(C(=O)NCC4CCCO4)c(=N)n(CC4CCCO4)c3nc12 (stereo unspecified)	-2	1.0	-8	4	-11	-2	-2.2	3	31
30	Cc1ccc(S(=O)(=O)Nc2nc(N)n(-c3ccccc3)n2)cc1	·	-1.2	10	-2	-3	-10	-3.1	1	-9
31	COc1ccc(N2CC(C(=O)NCCN3C(=O)S/C(=C\c4cccnc4)C3=O)CC2=O)c(OC)c1 (stereo unspecified)	6	·	·	·	1	5	·	7	·
32	O=C(CSc1nnnn1-c1ccccc1)NC1CCCc2ccccc21 (stereo unspecified)	-1	-2.4	-12	1	-4	2	-2.5	2	2
33	O=c1[nH]cnc2cc(-c3ccccc3)sc12	0	-0.5	13	4	-6	-17	-1.0	5	-25
34	Cc1cccc(NC(=O)CCC2CCN(C(=O)c3ccc(C)s3)CC2)c1	5	-0.4	-10	-3	0	10	-2.3	-4	0
35	O=C(Cc1ccc(Cl)cc1)N1CCN(c2ccccc2)CC1	-2	-4.2	1	5	-7	6	-2.0	3	6
36	C=CC[C@H](CC(=O)N(CCO)Cc1ccccc1)C(=O)N[C@H](COC(=O)[C@@H](CC=C)Cc1ccc(F)cc1)C(C)(C)C	9	·	·	·	-4	-1	·	4	·
37	O=S(=O)(Nc1ncccn1)c1ccc(NC(=S)Nc2cccc(Cl)c2)cc1	·	-1.0	-4	7	·	·	-2.0	0	6
38	CCSC1=NCCN1S(=O)(=O)c1ccc2ccccc2c1	-2	-2.2	9	-18	-4	20	-2.1	0	-6
39	COc1ccc(/C(O)=C2/C(=O)C(=O)N(CCCC(=O)O)C2c2ccc(OC)cc2)cc1 (stereo unspecified)	3	-1.9	-5	0	-3	-9	-3.3	3	9
40	CCC(=O)NC(C)C(c1cccs1)N1CCN(c2ccccc2)CC1 (stereo unspecified)	7	-0.1	-4	0	-11	12	-1.1	-3	-8
41	COC(=O)c1ccc(CN2CCCC(CO)(Cc3ccccc3F)C2)cc1 (stereo unspecified)	7	-3.7	-12	-3	-10	-13	-2.3	-5	-4
42	Nc1nc(Nc2ccc(Cl)cc2)nc2ccccc12	-3	1.0	-3	-14	-6	-39	1.4	-1	-3
43	Cc1cc(NC(=O)CSc2nnc(C3COc4ccccc4O3)o2)no1 (stereo unspecified)	2	-3.1	-6	1	-1	-7	-3.4	-5	-2
44	CCN(CC(=O)N1CCN(Cc2ccccc2)CC1)S(=O)(=O)c1ccc(F)cc1	0	-0.4	-11	0	-3	-17	2.5	-2	12
45	CC1CCCN(C(=O)c2ccncc2)C1 (stereo unspecified)	2	-1.7	-4	-1	0	18	-0.4	2	3
46	COc1ccc(S(=O)(=O)N2CCCCC2)cc1NC(=O)Cc1ccsc1	6	·	·	·	-3	10	·	0	·
47	Cc1cc(-c2csc(Nc3ccccn3)n2)ccc1F	2	-2.4	-20	-11	-11	4	-5.4	12	-4
48	Cc1nonc1C(=O)N/N=C/c1ccc(O)cc1O	6	-4.1	0	2	1	-3	-2.5	-4	-3
49	CN1C(=O)/C(=C/c2ccc(C(=O)Nc3ccc(O)cc3C(=O)O)cc2)SC1=S	-2	-0.4	-47	-10	-7	5	-3.5	5	15
50	Cn1nc(C(=O)NCc2ccc(F)cc2)c2c1-c1ccccc1S(=O)(=O)C2	9	-3.7	-3	-6	2	-7	-3.9	3	13

# Remaining list, next part.
no.	canonical_smiles	IDE cell activ	VIM-2 inhibitor	pCIP destab	NS3 helicase inh	GalR3 antag	CRFBP-R2 block	IMP-1 inh	IDE cell inh	SUMO HTRF inh
51	C=C(C)CN1C(=O)C2(OCCO2)c2ccccc21	-3	1.0	7	20	-6	5	1.0	0	6
52	CCCCNC(=S)N1CCn2cccc2C1c1ccccc1 (stereo unspecified)	0	-1.4	-8	5	-1	-7	-3.6	0	5
53	CCC1Oc2ccc(C)cc2N(CC(=O)NCCCN2CCOCC2)C1=O (stereo unspecified)	6	-5.4	4	-6	-7	2	-4.2	0	-8
54	O=C(NCc1cccnc1)Nc1cccc(Cl)c1	-4	-0.3	-5	4	-3	2	-2.9	5	9
55	C=CCOc1cccc(CNc2cccc(C(=O)O)c2)c1	1	-3.8	13	-6	-7	-3	-1.9	-4	10
56	CC(C)=C1C2CCC1C1C(=O)N(c3nc(-c4ccccc4)c(C)s3)C(=O)C21 (stereo unspecified)	3	-2.1	10	-10	0	-27	-1.7	0	-21
57	CN=CC1=C(O)c2ccccc2C1=O	-3	0.1	-1	-4	-3	12	-2.0	-2	21
58	NC(=O)C1CCN(C(=O)C2CC(=O)N(c3ccc4c(c3)OCCO4)C2)CC1 (stereo unspecified)	1	·	·	·	-5	5	·	-1	·
59	CC1N(O)C(c2ccc(Cl)cc2Cl)N(O)C1(C)C (stereo unspecified)	1	1.6	1	-3	-3	8	1.6	5	9
60	COc1ccc(-c2nn(-c3ccccc3C)cc2CNC(C)Cn2cncn2)cc1F (stereo unspecified)	3	-4.3	7	-5	-1	14	-1.8	-1	-23
61	COC(=O)c1c(NC(=O)CSc2nnc(-c3ccco3)n2C)sc(C)c1C	-7	-3.1	-16	0	-7	13	-0.1	-1	17
62	COc1ccc(C)cc1NC(=O)CN1C(=O)C(=O)N(C2CCCC2)C1=O	4	·	·	·	-6	0	·	4	·
63	CCC(=O)N(Cc1cc2cc(OC)ccc2[nH]c1=O)c1cccc(C)c1	-5	-3.1	-19	2	0	-24	-3.9	-7	6
64	CCOc1ccc(-n2c(C)cc(C(=O)CCl)c2C)cc1	1	-0.2	-19	-1	1	9	-0.6	6	9
65	COc1ccc(NS(=O)(=O)c2cccc(C(=O)NNC(=O)c3ccc(NC(C)=O)cc3)c2)cc1	1	·	·	·	2	5	·	4	·
66	O=C(Nc1cccc2ccccc12)c1nn(C23CC4CC(CC(C4)C2)C3)cc1[N+](=O)[O-]	-8	-0.6	-7	-8	-6	3	-0.7	-2	18
67	COc1cc(C2NCCC(=O)C2(C)C)cc(OC)c1OC (stereo unspecified)	-2	-1.8	20	6	-11	7	-2.9	3	2

# Full records, quoted from the list. Screens in order: IDE cell activ | VIM-2 inhibitor | pCIP destab | NS3 helicase inh | GalR3 antag | CRFBP-R2 block | IMP-1 inh | IDE cell inh | SUMO HTRF inh
# Results for COc1ccc(C)cc1NC(=O)CN1C(=O)C(=O)N(C2CCCC2)C1=O : 4 | · | · | · | -6 | 0 | · | 4 | ·
# Results for CCC(=O)N(Cc1cc2cc(OC)ccc2[nH]c1=O)c1cccc(C)c1 : -5 | -3.1 | -19 | 2 | 0 | -24 | -3.9 | -7 | 6
# Results for COC(=O)c1c(NC(=O)CSc2nnc(-c3ccco3)n2C)sc(C)c1C : -7 | -3.1 | -16 | 0 | -7 | 13 | -0.1 | -1 | 17
